# FUS suppressor: suppressors of FUS proteinopathy in yeast; Potency, µM (doses to about 76.6 µM), for the others: at the highest dose growth rescue (activation), actives largely listed as activators; hit rate 0.24% among 390,000; S. cerevisiae FUS-expressing, growth rescue, OD600, 24 h;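 note: potency is the fitted concentration of half-maximal effect; plate controls were DMSO vehicle for no effect and reference control for full effect; nearly all actives have a fitted effect of over 55% in size; some results filed as inactive show a strong effect at the top dose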
#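 Compound concentration series was pinned onto galactose-induced FUS-expressing yeast seeded at OD 0.005. Plates sat 24hr at 30C; absorbance at 600 nm gave growth. DMSO served as background control.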
# PI5P4Ka inh: inhibitors of human PI5P4K alpha; hit rate 1.2% among 330,000; max response, %; PI5P4Kalpha enzyme, ADP-Glo luminescence, 60 min; active compounds read low; P48426; active = max response of -50% or lower; inconclusive = between -30% and -50%; inactive = -30% or higher; note: value at the top dose of about 77 µM; % is set by controls: 0 for no effect and ±100 for the full control effect
# Target sequence (P48426 whole entry, looked up): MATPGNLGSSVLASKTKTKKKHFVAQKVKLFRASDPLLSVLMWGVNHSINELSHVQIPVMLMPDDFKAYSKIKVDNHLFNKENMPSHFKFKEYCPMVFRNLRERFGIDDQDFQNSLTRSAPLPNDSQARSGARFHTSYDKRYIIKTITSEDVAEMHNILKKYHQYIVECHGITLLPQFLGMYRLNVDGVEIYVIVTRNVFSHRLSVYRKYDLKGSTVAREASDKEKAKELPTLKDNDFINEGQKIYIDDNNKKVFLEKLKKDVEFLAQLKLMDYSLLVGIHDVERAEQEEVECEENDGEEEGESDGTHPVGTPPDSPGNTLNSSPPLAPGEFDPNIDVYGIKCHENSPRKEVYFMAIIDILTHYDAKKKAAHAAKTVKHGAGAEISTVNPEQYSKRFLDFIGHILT
#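 ADP-Glo luminescence end-point read after a 60 min room-temperature kinase reaction of PI5P4Kalpha plus substrate, initiated with ATP at 5 microM final. Buffer: 0.038 M HEPES pH 7.4, EGTA, 0.1% CHAPS, 5% DMSO.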
# Abeta rescue: compounds reversing amyloid beta toxicity in yeast | yeast expressing A-beta42, growth rescue, OD600, 48 h; response scale: 0% DMSO, 100% iron-clioquinol control | Potency, µM (top dose mostly 46.1 µM), for inactives: at the highest dose growth rescue, actives largely listed as activators | hit rate 0.063% among 410,000 | AID 1347071; note: potency is the fitted concentration of half-maximal effect; nearly all actives have a fitted effect of over 55% in size
#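 Yeast growth medium received pinned compounds, then yeast cells expressing toxic A-beta were added; plates incubated at 30 C for 48 hr. Growth read as absorbance at 600 nm, normalized to DMSO and equimolar FeCl3 plus clioquinol controls.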
# WRN helicase inh: blocks human WRN helicase; Q14191; Potency, µM (top dose mostly 114 µM), for the others: at the top dose activity change, negative = inhibition, usual class: inhibitors; AID 651768; hit rate 0.46% among 360,000; WRN helicase unwinding, fluorescent forked duplex, kinetic; note: potency is the fitted concentration of half-maximal effect; % is set by controls: 0 for no effect and ±100 for the full control effect; nearly all actives have a fitted effect of over 55% in size
#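 Primary qHTS, 1536-well format. 20 nM WRN + compound, 15 min RT; start with 100 nM forked fluorophore/quencher duplex, 2 mM ATP (final); kinetic read ex 525/em 598 nm.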
# EPAC1 ag: EPAC1 (human) agonism | EPAC1 agonist qHTS, biochemical assay; response scale: 100% = response to 6.5 mM cAMP | Potency, µM (titrated, usually from 154 µM), for the others: at the top dose activation, most hits filed as activators | hit rate 0.073% among 360,000; note: potency is the fitted concentration of half-maximal effect; nearly all actives have a fitted effect of over 60% in size
#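 Normalized to 6.5 mM cAMP, activity reflects EPAC1-catalysed release of BODIPY-GDP from Rap1B, followed kinetically over 30 min at 480 nm excitation, 540 nm emission. Reaction contained 100 nM EPAC1, 250 nM Rap1B-BODIPY-GDP, 50 uM GDP.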
# PLK1 PBD inh: inhibitors of human PLK1 polo-box domain binding | Potency, µM, for inactives: max response, negative = inhibition, usual class: inhibitors | P53350 | Plk1 PBD binding of FITC phosphopeptide, fluorescence polarization | hit rate 2.8% among 360,000; note: potency is the fitted concentration of half-maximal effect; series mostly up to about 57 µM; % is set by controls: 0 for no effect and ±100 for the full control effect; nearly all actives have a fitted effect of over 65% in size
# Target sequence (P53350 whole entry, looked up, the tested form may be a part): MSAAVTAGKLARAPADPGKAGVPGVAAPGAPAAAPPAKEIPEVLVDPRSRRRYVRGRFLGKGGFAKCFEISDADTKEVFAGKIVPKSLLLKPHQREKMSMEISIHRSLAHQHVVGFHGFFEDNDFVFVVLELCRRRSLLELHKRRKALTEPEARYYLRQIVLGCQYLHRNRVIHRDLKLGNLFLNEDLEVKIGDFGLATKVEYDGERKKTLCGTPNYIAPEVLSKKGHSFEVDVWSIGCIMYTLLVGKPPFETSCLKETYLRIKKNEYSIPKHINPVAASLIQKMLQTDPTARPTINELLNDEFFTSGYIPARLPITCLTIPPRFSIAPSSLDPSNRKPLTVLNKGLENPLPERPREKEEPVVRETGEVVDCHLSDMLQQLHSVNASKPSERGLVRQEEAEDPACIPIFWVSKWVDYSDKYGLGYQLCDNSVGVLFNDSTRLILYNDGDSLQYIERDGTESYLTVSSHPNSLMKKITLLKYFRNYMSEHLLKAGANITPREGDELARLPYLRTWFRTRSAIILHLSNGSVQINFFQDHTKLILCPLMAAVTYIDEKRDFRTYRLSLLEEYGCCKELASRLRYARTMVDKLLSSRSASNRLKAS
# IL2 activator: activates IL-2 in a cell-based reporter assay; hit rate 0.065% among 360,000; IL-2 activation reporter assay, cell-based qHTS; stimulated with anti-CD3/CD4/CD28 beads; in transgenic mouse T cells; activation, % (series mostly up to about 46 µM); in the data active = activation above about 50%; inconclusive = mostly about 30% to 49%; note: 0% is about no effect
#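 First, unstimulated transgenic mouse T cells were exposed to compound for 60 min. Next, anti-CD3/anti-CD4-coated beads with anti-CD28 were added. Finally, after 18 h at 37 degrees C, EGFP and DsRed were imaged.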
# EPAC1 antag: antagonists of human EPAC1 | hit rate 0.14% among 360,000 | EPAC1 GEF assay, Rap1b-BODIPY-GDP exchange fluorescence | Potency, µM (doses to about 115 µM), for the others: at the top dose activity change, negative = inhibition, most hits filed as inhibitors;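 note: potency is the fitted concentration of half-maximal effect; plate controls were vehicle for no effect and positive control for full effect; nearly all actives have a fitted effect of over 50% in size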
# An asterisk follows results filed as active; ? = inconclusive; . = no result given; & = joins results of further samples; [ ] = remark or other dose. Unless noted, calls come from the whole dose curve; as a rule, active = well fitted curve in the direction sought with a large enough effect; inconclusive = small, poorly fitted or top-dose-only effect, or another doubt; inactive = no such curve, though single readings can be large; an effect the other way counts as inactive or inconclusive.
Structure,FUS suppressor,PI5P4Ka inh,Abeta rescue,WRN helicase inh,EPAC1 ag,PLK1 PBD inh,IL2 activator,EPAC1 antag
CC(C)Oc1ccc(NC(=O)C2CCCNC2=O)cc1 (centres undefined),24.6%,.,2.8%,3.2%,-7.0%,-3.6%,-2.6,18.9%
COc1cc(C2NC(=O)NC(C)=C2C(=O)OC2CCCCC2)cc(Cl)c1O (centres undefined),21.1%,-0.3,-7.4%,10.5%,-13.4%,-1.9%,-1.7,-12.0%
CCN(CC)S(=O)(=O)c1ccc(N2CCOCC2)c(NC(=O)c2cc3ccccc3o2)c1,2.8%,-6.1,9.4%,-4.5%,11.0%,-1.2%,-3.3,4.9%
C/C(CC(=O)Nc1ccc2c(c1)OCCO2)=N\NC(=O)COc1ccc(C)cc1Br,29.9%,-2.9,3.3%,-13.1%,11.2%,-3.5%,-0.5,-8.6%
COCc1ccc(C(=O)N(C)CC2CCCN(CCc3ccccc3F)C2)o1 (centres undefined),-23.6%,2.8,4.0%,0.5%,-3.6%,-8.1%,-1.7,8.6%
O=S(=O)(Nn1cnnc1)c1ccc2ccccc2c1,19.0%,-0.9,10.5%,-3.6%,10.5%,-11.9%,0.3,10.0%
CC(=O)Nc1cc(-c2cccnc2)cn2c(-c3ccc(F)cc3)cnc12,-5.0%,-15.3,-11.0%,-14.7%,-8.9%,1.9%,-0.6,-9.7%
N=C1C(c2ccccc2)=C(O)CN1CCO,-7.7%,1.2,-6.2%,3.5%,2.7%,23.8µM*,-2.9,1.9%
CCn1c2ccccc2c2cc(NC(=O)C(=O)NCC3CCCO3)ccc21 (centres undefined),-1.7%,2.2,18.8%,-1.0%,2.6%,-10.3%,1.5,2.0%
O=C1C(Cl)=C(N2CCCCC2)C(=O)N1c1ccccc1Cl,15.3%,.,-33.4%,-21.4%,7.4%,-22.4%,0.3,-0.6%
CN(C)S(=O)(=O)c1cccc(NC(=O)CO/N=C(\N)c2ccccc2)c1,7.7%,3.1,-5.3%,8.6%,-2.6%,1.5%,-5.7,7.1%
CCN1C(=O)c2ccc(C(=O)Nc3ccc4c(c3)OCO4)cc2C1=O,-5.3%,0.3,-2.9%,6.7%,13.0%,-11.1%,0.4,17.4%

# (continued)
Structure,FUS suppressor,PI5P4Ka inh,Abeta rescue,WRN helicase inh,EPAC1 ag,PLK1 PBD inh,IL2 activator,EPAC1 antag
COc1ccc(CCNC(=O)c2csc3c2CCCC3)cc1OC,-4.1%,2.1,15.7%,0.8%,-2.5%,7.3%,-2.2,5.0%
O=C(Cc1ccc(NC(=O)C2CCCN(C(=O)C3CCC3)C2)cc1)Nc1ccc(C(=O)N2CCOCC2)cc1 (centres undefined),1.0%,8.5,-1.2%,-3.7%,-1.0%,-6.5%,-0.2,-3.2%
CC(NC(=O)c1cccc(S(=O)(=O)N2CCN(C)CC2)c1)C1CC2CCC1C2 (centres undefined),9.1%,8.7,0.1%,-4.1%,-6.4%,-8.2%,-1.2,-5.7%
Cc1cccc(NS(=O)(=O)c2ccc3[nH]c(=O)cc(C(=O)O)c3c2)c1,-14.8%,-13.0,14.8%,2.1%,1.9%,-12.9%,-0.3,-18.8%
COc1ccc(CNC(=O)c2nc(S(=O)(=O)Cc3ccccc3)ncc2Cl)cc1,-15.8%&-5.7%,1.7,9.0%&7.3%,1.9%,-6.3%,23.8µM*,-1.2,-9.2%
COc1ccc(S(=O)(=O)N2CC(=O)Nc3ccccc32)cc1,-28.0%,4.5,8.9%,1.4%,5.7%,-2.4%,-0.3,?
COc1ccc(NC(=O)C2CCCN(S(=O)(=O)c3cccc4cccnc34)C2)cc1OC (centres undefined),-10.3%,10.3,-4.4%,-2.8%,1.9%,-3.1%,-3.6,-7.9%
O=C(Nc1nnc(CCN2CCCCC2)s1)C1CCCCC1,-5.8%,8.7,16.7%,3.9%,-2.2%,-2.2%,-1.3,6.2%
CC(=O)Nc1ccc(S(=O)(=O)NCCc2ccccn2)cc1,-11.2%,2.4,6.4%,-0.1%,1.8%,-7.2%,0.3,-0.8%
COc1ccc(CCNC(=O)Nc2cccc([N+](=O)[O-])c2)cc1OC,-16.4%,0.3,5.6%,-0.6%,-0.6%,-2.2%,1.4,-8.3%
Cc1ccc([N+](=O)[O-])cc1NC(=O)CNC1CCCCC1,4.1%,-0.8,-0.3%,-4.7%,-9.8%,-5.0%,0.7,-1.6%
COc1ccc(Nc2c(-c3ccco3)nc3ccc(C)cn23)cc1,-5.2%,0.7,12.4%,3.6%,-5.9%,1.4%,-0.6,1.9%

# (cont.)
Structure,FUS suppressor,PI5P4Ka inh,Abeta rescue,WRN helicase inh,EPAC1 ag,PLK1 PBD inh,IL2 activator,EPAC1 antag
CCCC(=O)Nc1nc(-c2ccccc2)c(CC)s1,-9.5%,-1.8,17.9%,3.6%[57.1 µM],-7.6%,-18.7%,-0.7,-0.9%
CCCNC(=O)[C@H]1N2C(=O)c3c(ccc(OC)c3OC)C2SC1(C)C (some centres undefined),12.7%,12.0,-12.8%,-1.0%,-0.3%,-13.7%,-6.7,-21.2%
CCn1ncc(S(=O)(=O)Nc2cc(Cl)ccc2C)c1C,18.2%,-4.1,8.6%,4.3%,1.1%,-23.4%,-1.5,-5.3%
CNC(=S)NNC(=O)c1c(C)nc2cc(C)ccn12,0.0%,0.4,2.2%,-1.2%,3.9%,-7.1%,0.1,-4.0%
Cc1nnc(SCC(=O)NC2CCCc3c2cnn3-c2ccc(F)cc2F)o1 (centres undefined),6.8%,2.7,4.0%,-3.0%,-6.3%,-0.5%,-1.6,1.7%
CCOC(=O)n1c(=O)n(Cc2cccc(C)c2)c2ccccc21,13.7%,?,-19.3%,-8.3%,5.4%,11.9µM*,0.4,-4.4%
O=C(COC(=O)CCNS(=O)(=O)c1ccc(Cl)cc1)NCc1ccccc1,-24.2%,-1.5,6.7%,9.6%,9.5%,-14.7%,-2.7,-7.7%
Cc1ccc(C)c(S(=O)(=O)NC(CC(C)C)C(=O)O)c1 (centres undefined),6.2%,0.9,6.8%,-27.0%,5.5%,-6.7%,1.3,-23.5%
OC1(c2ccccc2)CCN(Cc2ccccc2)CC1,2.2%,6.8,-20.1%,-12.8%,-3.6%,-2.7%,-0.5,-28.3%
CC(=O)c1cccc(S(=O)(=O)NCCC(=O)O)c1,-12.3%,-3.1,1.3%,-4.3%,10.0%,-5.3%,-2.6,5.3%
CCOC(=O)Nc1cc(OCC)c(NC(=O)C2CC2)cc1OCC,1.6%,.,-10.7%,3.2%,-2.2%,-3.6%,-0.8,1.4%
O=C(Cn1c(C(=O)O)cc2ccccc21)c1ccccc1,7.9%,-0.9,7.4%,-1.0%,-3.9%,6.4%,1.0,-13.4%

# Going on with the list:
Structure,FUS suppressor,PI5P4Ka inh,Abeta rescue,WRN helicase inh,EPAC1 ag,PLK1 PBD inh,IL2 activator,EPAC1 antag
O=C(O)CCNc1ccc(NCCC(=O)O)c2c1C(=O)c1ccccc1C2=O,9.7%,-67.9*,-32.9%[inhibitor],?,-6.5%,?,-1.5,-21.7%
COC(CNC(=O)C1CCCN1C(=O)OCc1ccccc1)OC (centres undefined),2.1%,-21.1,-0.4%,-4.2%,-6.7%,-15.8%,-2.6,-9.5%
CSc1ccc(OC2(C)CCN(Cc3ccc(C(C)C)cc3)C2)cc1 (centres undefined),-13.5%,19.5,2.8%,-1.0%,-7.4%,7.2%,0.3,-4.4%
C=CCNC(=S)N1CCC(C(=O)c2ccc(C)cc2)CC1,0.1%,-0.2,?,-0.1%,-2.9%,2.1%,-0.4,0.4%
Cc1ccc2occ(C3N[C@H](C(=O)O)CS3)c(=O)c2c1 (some centres undefined),33.3%,?,-23.9%,-28.8%,1.7%,?,0.3,-7.1%
Cn1ncc(Cl)c1C(=O)NCC1CCCO1 (centres undefined),-11.2%,-1.5,-7.6%,9.3%,-2.9%,-8.5%,-0.7,1.2%
COc1ccc(Cc2noc(CN3CCCC(OCc4ccccn4)C3)n2)cc1OC (centres undefined),6.6%,7.2,-1.8%,-1.2%,-0.6%,-12.6%,-3.4,-3.6%
O=C(Nc1cc(C(F)(F)F)ccc1-n1cncn1)C1CC1,36.9%,-2.6,1.8%,-1.8%,3.2%,-13.4%,-3.0,-0.1%
CCOC(=O)N1CCC(N2CCN(c3ccccc3)CC2)CC1,-4.9%,-7.2,21.8%,-10.3%,9.5%,-5.6%,1.9,8.0%
CC1(C(=O)NS(=O)(=O)C2CC2)CCN(C(=O)c2cc3ccccc3s2)C1 (centres undefined),-6.0%,-1.8,2.1%,0.6%,1.8%,1.9%,0.1,-2.1%
O=C(c1cc(-c2ccc(F)cc2)on1)N1CCCCCC1,-4.0%,-5.6,-29.4%,1.6%,0.0%,-8.9%,-1.9,-15.0%
Cc1csc(SCC(=O)Nc2ccc(CC#N)cc2)n1,-48.0%,-16.3,0.1%,3.0%,4.3%,-1.3%,-2.0,2.3%

# Reprinted from the part before: 4 compounds; new compounds follow.
Structure,FUS suppressor,PI5P4Ka inh,Abeta rescue,WRN helicase inh,EPAC1 ag,PLK1 PBD inh,IL2 activator,EPAC1 antag
CCOC(=O)N1CCC(N2CCN(c3ccccc3)CC2)CC1,-4.9%,-7.2,21.8%,-10.3%,9.5%,-5.6%,1.9,8.0%
CC1(C(=O)NS(=O)(=O)C2CC2)CCN(C(=O)c2cc3ccccc3s2)C1 (centres undefined),-6.0%,-1.8,2.1%,0.6%,1.8%,1.9%,0.1,-2.1%
O=C(c1cc(-c2ccc(F)cc2)on1)N1CCCCCC1,-4.0%,-5.6,-29.4%,1.6%,0.0%,-8.9%,-1.9,-15.0%
Cc1csc(SCC(=O)Nc2ccc(CC#N)cc2)n1,-48.0%,-16.3,0.1%,3.0%,4.3%,-1.3%,-2.0,2.3%
COc1ccc(N2CCN(C(c3cc(OC)ccc3OC)c3nnnn3Cc3ccco3)CC2)cc1 (centres undefined),40.3%,1.4,19.7%,-14.9%,0.0%,-18.1%,-0.8,0.6%
O=C(CSc1nccc(-c2ccc(Br)cc2)n1)NCCc1ccccc1,-9.3%,.,20.6%,-7.0%,3.1%,?,-0.6,3.4%
COc1ccccc1C(=O)Nc1ccc2c(c1)OCCO2,7.1%,-6.1,-17.4%,-10.5%,7.8%,-0.9%,0.3,-16.6%
Cc1c(NS(=O)(=O)c2cccc(C(=O)NCc3ccco3)c2)c(=O)n(-c2ccccc2)n1C,.,-15.6,-20.9%,?,5.9%,-14.9%,-2.3,0.7%
O=C(Nc1nnc(-c2ccncc2)o1)C1CCCCC1,-6.9%,-9.1,14.6%,-0.9%,-1.0%,1.7%,-2.9,8.6%
Cc1cc(C)cc(N=Cc2c(O)c3ccccc3oc2=O)c1,-10.6%,2.2,16.2%,-1.4%,9.2%,-7.6%,-0.2,0.9%
